Bioassay records (PubChem)
mut p53 react – mutant p53 pathway re-activators, primary screen, cell-based, SW480, luciferase, single point, HTS | SW480 PUMA-promoter luciferase, p53 mutant reactivation | activation, % at 9.98 µM | 1.5% of 28,000 active; in the data active means activation above about 52%
STK33 inh – STK33 kinase inhibitors, primary screen, biochemical, luminescence, ADP-Glo, MBP substrate; 0.44% of 27,000 active; inhibition, % at 12.5 µM; in the data active means inhibition above about 20%
Target sequence (Q9BYT3 whole entry, looked up): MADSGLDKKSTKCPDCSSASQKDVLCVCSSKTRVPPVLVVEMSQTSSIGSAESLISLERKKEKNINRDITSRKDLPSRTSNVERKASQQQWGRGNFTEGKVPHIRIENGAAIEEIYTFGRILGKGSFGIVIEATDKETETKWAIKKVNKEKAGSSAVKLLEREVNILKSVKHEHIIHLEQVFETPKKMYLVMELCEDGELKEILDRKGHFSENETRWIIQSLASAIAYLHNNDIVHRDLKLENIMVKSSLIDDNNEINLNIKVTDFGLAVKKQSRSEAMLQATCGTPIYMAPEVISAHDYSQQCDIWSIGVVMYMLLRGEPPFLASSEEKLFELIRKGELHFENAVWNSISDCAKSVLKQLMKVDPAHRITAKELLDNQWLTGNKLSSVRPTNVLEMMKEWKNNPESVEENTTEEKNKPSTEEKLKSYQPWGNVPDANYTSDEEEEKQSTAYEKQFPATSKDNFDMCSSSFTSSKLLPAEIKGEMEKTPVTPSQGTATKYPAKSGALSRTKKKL
* = called active by the depositor; / = no result given; & = joins results of further samples. This is a subset, so the mix of outcomes need not match the whole.

[1] Cc1onc(-c2ccccc2Cl)c1C(=O)N[C@@H]1C(=O)N2[C@@H]1SC(C)(C)[C@@H]2C(=O)O
[2] C=C1c2cccc(O)c2C(=O)C2C(=O)[C@]3(O)C(=O)C(C(N)=O)C(=O)[C@@H](N(C)C)[C@@H]3[C@@H](O)[C@H]12 (some centres not stated)
[3] c1ccc2c(CC3=NCCN3)cccc2c1
[4] Nc1cc(-c2ccncc2)c[nH]c1=O
[5] C[C@]12CC[C@H]3[C@@H](CCC4=CC(=O)CC[C@@]43C)[C@@H]1CC[C@@H]2C(=O)CO
[6] O=C(O)CCC/C=C\C[C@H]1C(=O)C[C@@H](O)[C@@H]1/C=C/[C@@H](O)CCc1ccccc1
[7] Cc1ccc(Cl)cc1N(CC(=O)Nc1c(F)cccc1F)S(C)(=O)=O
[8] O=C(O)[C@@H]1[C@H]2C[C@H]3c4[nH]c5ccccc5c4CCN3C[C@@H]2CC[C@@H]1O
[9] O=C(O)CN1C(=O)c2cccc3cccc(c23)C1=O
[10] CC(C)Cc1ccc([C@H](C)C(=O)O)cc1

assay / compound | 1 | 2 | 3 | 4 | 5 | 6 | 7 | 8 | 9 | 10
mut p53 react | / | -7 | 0 | 14 | 2 | 26 | -6 | 6 | -1 | /
STK33 inh | -1 | 3 | 2 | / | -1 | 4 | -3 | 0&-2 | 0 | 0

Three compounds from above, arranged by length of the SMILES, rising.
[4] Nc1cc(-c2ccncc2)c[nH]c1=O
[10] CC(C)Cc1ccc([C@H](C)C(=O)O)cc1
[9] O=C(O)CN1C(=O)c2cccc3cccc(c23)C1=O

assay / compound | 4 | 10 | 9
mut p53 react | 14 | / | -1
STK33 inh | / | 0 | 0

The list goes on.
[11] CC1CC[C@]2(C(=O)O)CC[C@]3(C(=O)O)C(=CCC4[C@@]5(C)CC[C@H](O[C@@H]6O[C@H](CO)[C@@H](O)[C@H](O)[C@H]6O)C(C)(C)C5CC[C@]43C)C2C1C (some centres not stated)
[12] COc1cc2nc(N3CCN(C(=O)C4COc5ccccc5O4)CC3)nc(N)c2cc1OC (configuration not stated)
[13] COc1nc(C)nc(Cl)c1NC1=NCCN1
[14] NS(=O)(=O)c1cc2c(cc1C(F)(F)F)NC(Cc1ccccc1)NS2(=O)=O (configuration not stated)
[15] C[C@H]1c2cccc(O)c2C(=O)C2C(=O)C3(O)C(=O)C(C(N)=O)C(=O)[C@@H](N(C)C)[C@@H]3[C@@H](O)[C@@H]21 (some centres not stated)
[16] CCCOc1ccccc1-c1nc2n[nH]nc2c(=O)[nH]1
[17] O=C(O)COC(=O)Cc1ccccc1Nc1c(Cl)cccc1Cl
[18] CCOC(=O)c1ccc2nc(C(F)(F)F)nc(NCc3ccc(Cl)cc3)c2c1
[19] CCC[C@H](N[C@@H](C)C(=O)N1[C@H](C(=O)O)C[C@@H]2CCCC[C@@H]21)C(=O)OCC
[20] Cc1nnc(NS(=O)(=O)c2ccc(N)cc2)s1

assay / compound | 11 | 12 | 13 | 14 | 15 | 16 | 17 | 18 | 19 | 20
mut p53 react | / | 4 | / | / | -13 | -1 | -7 | -8 | -1 | 8
STK33 inh | -4 | 4 | 8 | -3 | 0 | 0 | -1 | / | -1 | 0

Shown bar-delimited: entries from further up
nr | SMILES | mut p53 react | STK33 inh
19 | CCC[C@H](N[C@@H](C)C(=O)N1[C@H](C(=O)O)C[C@@H]2CCCC[C@@H]21)C(=O)OCC | -1 | -1
20 | Cc1nnc(NS(=O)(=O)c2ccc(N)cc2)s1 | 8 | 0
14 | NS(=O)(=O)c1cc2c(cc1C(F)(F)F)NC(Cc1ccccc1)NS2(=O)=O (configuration not stated) | / | -3

(further entries)
[21] COc1ccccc1OCC(O)COC(N)=O (configuration not stated)
[22] O=C1N(c2ccccc2)c2ccccc2C1(Cc1ccncc1)Cc1ccncc1
[23] CCC1C(=O)OCC1Cc1cncn1C (configuration not stated)
[24] Cc1coc2c1C(=O)C(=O)c1c-2ccc2c1CCCC2(C)C
[25] CC1=NN(c2ccccc2)C(=O)C1
[26] CC(C)Cc1ccc(C(C)C(=O)O)cc1 (configuration not stated)
[27] CC(N[C@H](C)COc1ccccc1)[C@H](O)c1ccc(O)cc1 (some centres not stated)
[28] CC1(C)Oc2ccc(C#N)cc2C(N2CCCC2=O)C1O (configuration not stated)
[29] COc1c(O)cc2c(c1O)C1OC(CO)C(O)C(O)C1OC2=O (configuration not stated)

assay / compound | 21 | 22 | 23 | 24 | 25 | 26 | 27 | 28 | 29
mut p53 react | / | -4 | / | / | / | / | / | -1 | 0
STK33 inh | -3 | / | 3 | 0 | -10 | -5 | 3 | / | 0
